# Source: PubChem BioAssay (Broad Institute)
# Rtt109 Vps75 = C. albicans Rtt109 histone acetyltransferase inhibition; Q5AAJ8; purified Rtt109/Vps75, ThioGlo CoA-SH fluorescence, 4 h; inhibition, % at 34.9 µM; 0.16% of 330,000 active; AID 540336;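 active = inhibition of at least 50% in every replicate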
# SR-BI HDL uptake = mouse SR-BI HDL lipid transfer inhibition | Q61009 | ldlA[mSR-BI] CHO cells, DiI-HDL uptake fluorescence, 3 h | inhibition, % at 12.5 µM | 0.96% of 320,000 active | AID 488896;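 active = mean replicate inhibition of at least 70% and a set share of replicates each scoring 70 or more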;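 note: 0% = median of neutral control wells and 100% = median of positive control wells; values of inactives mirror those of a sister screen read the other way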
# Target sequence (Q61009 whole entry, looked up): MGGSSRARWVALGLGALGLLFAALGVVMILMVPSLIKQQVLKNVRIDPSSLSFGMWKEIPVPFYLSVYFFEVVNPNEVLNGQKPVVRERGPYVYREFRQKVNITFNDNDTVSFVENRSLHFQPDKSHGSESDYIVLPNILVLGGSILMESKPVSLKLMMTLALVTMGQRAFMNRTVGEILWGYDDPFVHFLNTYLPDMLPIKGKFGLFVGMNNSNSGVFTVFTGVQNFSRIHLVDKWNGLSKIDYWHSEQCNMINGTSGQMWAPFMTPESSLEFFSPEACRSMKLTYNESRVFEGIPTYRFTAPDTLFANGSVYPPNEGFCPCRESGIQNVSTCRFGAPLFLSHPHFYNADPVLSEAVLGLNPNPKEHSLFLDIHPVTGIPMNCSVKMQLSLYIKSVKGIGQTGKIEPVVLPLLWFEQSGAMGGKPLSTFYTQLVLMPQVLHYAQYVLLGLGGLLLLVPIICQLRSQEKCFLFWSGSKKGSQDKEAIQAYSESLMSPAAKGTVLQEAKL
# MITF act = MITF TRPM1 promoter activation in melanoma cells; SK-MEL-5 TRPM1-promoter luciferase, 24 h; % of positive control, neutral wells = 0; AID 588334; 0.75% of 300,000 active; activation, % at 12.5 µM;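 active = mean activation of at least 80% with every replicate also reaching 80%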;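 note: 0% = neutral control wells and 100% = parthenolide positive control wells; values of inactives mirror those of a sister screen read the other way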
# PvdQ inh = blocks Pseudomonas aeruginosa PvdQ acylase activity; 0.063% of 340,000 active; inhibition, % at 10 µM; purified PvdQ acylase, fluorescence plate reader; AID 488965; in the data active = inhibition above about 30%, passing the limit was not always enough;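 note: 0% = vehicle neutral wells and 100% = reference inhibitor wells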
# CAL PDZ FP-1 = human CAL PDZ-peptide interaction inhibition. purified CAL PDZ, TMR-peptide fluorescence polarization, 1 h. inhibition, % at 20 µM. 0.02% of 330,000 active. AID 504414;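 active = highest replicate inhibition of at least 40%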;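 note: plate controls were DMSO neutral control wells for no effect and unlabeled competitor peptide control wells for full effect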
#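 material = purified tagged CAL PDZ domain construct (CerCALP) | compound dosing = 20 µM, one dose | times = 1 h at RT | measured by = fluorescence polarization from S- and P-plane intensities, G-factor corrected | read-out = inhibition from polarization loss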
# PfHsp90 set2 = inhibits growth of yeast expressing Plasmodium falciparum Hsp90 | S. cerevisiae expressing PfHsp90, BacTiter-Glo ATP, 48 h; yeast lacking PDR1 and PDR3 efflux regulators | inhibition, % at 9.4 µM | 0.32% of 310,000 active | AID 504621;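 active = every replicate shows inhibition above about 80%, whatever the replicate mean, limit read from the data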;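 note: 0% = DMSO neutral controls and 100% = 20 µM radicicol positive controls; yeast relying on Plasmodium falciparum Hsp90 in place of its own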
# CAL PDZ FP-2 = inhibitors of human CAL PDZ peptide binding. Q9HD26. purified CAL PDZ, TMR-peptide fluorescence polarization, 1 h. inhibition, % at 24.9 µM. 0.92% of 300,000 active. AID 602252;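 active = mean inhibition of at least 30% with at least half of replicates also reaching 30%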;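 note: 0% = DMSO neutral control and 100% = excess unlabeled competitor peptide PRC23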
# NSD2 HMT inh = NSD2 (human) methyltransferase inhibition; O96028; NSD2 peptide methylation, AlphaScreen, 120 min; inhibition, % at 12.5 µM; 0.54% of 310,000 active; in the data active = inhibition above about 50%
# SR-BI uptake up = SR-BI HDL lipid transfer activation | AID 504775 | activation, % at 12.5 µM | CHO ldlA[mSR-BI] cells, DiI-HDL uptake fluorescence, 3 h; 100 = double the neutral-control signal | 0.096% of 320,000 active;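 active = mean replicate activation of at least 60% and every replicate at or above 60%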;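 note: 0% = median plate neutral-control signal and 100% = twice that signal; values of inactives mirror those of a sister screen read the other way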
#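 Assay system: CHO ldlA[mSR-BI] cells, LDL receptor-null, SR-BI overexpressing; medium: Ham's F12 with 0.5% BSA, HEPES 25 mM, pH 7.4; also added: DiI-HDL 10 µg/mL; timing: 3 h uptake period with compound, 37 °C; signal: DiI fluorescence, bottom read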
# dFosB activator = enhances mouse delta FosB homodimer DNA binding. P13346. activation, % at 25 µM. purified delta FosB, TAMRA-CDK5 oligo fluorescence polarization; percent of positive-control signal above neutral wells. 0.99% of 340,000 active;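 active = mean activation above about 17%, with every replicate also reaching it, limit read from the data, passing the limit was not always enough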;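 note: fluorescence polarization rise as delta FosB binds a TAMRA Cdk5 AP-1 oligo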
# Target sequence (P13346 whole entry, looked up): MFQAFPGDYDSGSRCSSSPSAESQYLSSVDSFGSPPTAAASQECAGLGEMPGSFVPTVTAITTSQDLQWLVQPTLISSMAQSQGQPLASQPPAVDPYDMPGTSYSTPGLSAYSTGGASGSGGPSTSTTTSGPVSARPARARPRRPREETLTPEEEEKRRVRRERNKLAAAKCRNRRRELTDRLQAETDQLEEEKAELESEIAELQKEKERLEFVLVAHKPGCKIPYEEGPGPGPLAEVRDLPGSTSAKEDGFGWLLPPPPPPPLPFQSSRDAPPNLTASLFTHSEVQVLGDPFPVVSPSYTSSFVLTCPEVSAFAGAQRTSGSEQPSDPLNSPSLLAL
# The depositor's hits bear a star; . = no result given.
SMILES,Rtt109 Vps75,SR-BI HDL uptake,MITF act,PvdQ inh,CAL PDZ FP-1,PfHsp90 set2,CAL PDZ FP-2,NSD2 HMT inh,SR-BI uptake up,dFosB activator
Cc1cc(C)c(NC(=O)CCCN2CCCC2)c(C)c1,-3,.,-8,-13,0.5,-31,-1,.,.,3
COc1ccc(S(=O)(=O)N2CCC(N3CCCCC3)CC2)cc1,-16,1,.,-5,-1.1,-14,3,5,-1,4
CC(=O)Nc1cc2nn(-c3ccccc3)nc2cc1C,0,6,7,-11,-0.2,0,.,3,-6,-8
O=C(/C=C/c1ccc(Cl)cc1)NCCCN1CCOCC1,0,8,4,-1,-3.1,11,-6,.,-8,-5
CCn1c(C2CC(=O)N(c3ccc(C)c(C)c3)C2)nc2ccccc21 (stereo unspecified),3,59,.,-8,-0.4,34,-4,.,-59,-8
CCOc1ccccc1NC(=O)CCS(=O)(=O)c1cccs1,4,14,-4,6,-3.7,0,-1,-1,-14,-9
CN(CC(=O)Nc1ccc(F)cc1)C(=O)Cn1c(=O)oc2ccccc21,-3,-10,-5,-17,0.0,-11,-2,0,10,-6
CCC(CC)Nc1ccc(C(CC(N)=O)NC(=O)Cc2cccc3ccccc23)cc1[N+](=O)[O-] (stereo unspecified),-7,-11,-1,-1,0.1,-5,-3,.,11,0
COc1ccccc1OCC(=O)Nc1ccc(S(=O)(=O)Nc2nc(C)cc(C)n2)cc1,2,-20,-7,0,-2.5,-16,-2,-4,20,-1
COc1ccc(-c2ccc(SCC(=O)NCc3ccc4c(c3)OCO4)nn2)cc1OC,-1,15,1,-21,-1.1,27,-4,-2,-15,-15
CCc1nn(C(C)C(=O)NC2CCCCCC2)c(=O)c2cc3occc3n12 (stereo unspecified),4,-9,3,-11,-0.7,-12,5,10,9,-1
CCCCn1c(-c2ccc(C(C)(C)C)cc2)nc2cc3[nH]c(=O)c(C(C)C)nc3cc21,6,-3,-10,-12,-0.1,-12,-3,.,3,0
COc1ccc(OC)c(S(=O)(=O)CC(O)CS(=O)(=O)c2ccccc2)c1 (stereo unspecified),-9,-7,-9,-15,-0.2,5,-5,.,7,1
O=C(Nc1ccc2[nH]c(=O)[nH]c2c1)c1cccc([N+](=O)[O-])c1,-3,7,-11,-1,-0.6,21,.,-1,-7,2
Cc1ccc(C2CC(C(F)(F)F)n3nc(C(=O)NCc4c(C)nn(C)c4C)c(Cl)c3N2)cc1 (stereo unspecified),2,27,-61,-3,-0.6,36,-1,0,-27,-16
CC(=O)c1cn(C(=O)c2ccc(Cl)cc2)c2ccccc12,.,1,-10,8,-0.5,.,-2,-7,-1,-24
O=C(NCC1OCCCN1S(=O)(=O)c1ccc(F)cc1)C(=O)NC1CCCC1 (stereo unspecified),-10,-2,-10,-7,0.8,-4,-4,-2,2,-7
c1cncc(-c2ccnc3ncnn23)c1,2,-4,0,-9,-2.7,-1,-1,-2,4,-1
CCCCn1c(O)c(N=NC(=O)c2ccncc2)c2cc(Br)ccc21,-26,50,3,-6,-3.1,6,-9,0,-50,-14
Cc1ccc(N(CC(=O)NCc2ccc3c(c2)OCO3)C(=O)c2csnn2)cc1,-1,.,14,15,-3.3,-13,-1,-2,.,-8
Cc1ccc(NC(=O)Cn2c(=O)c3cccn3c3ccccc32)cc1,-8,-9,-1,-10,-1.4,-11,-2,0,9,16
CCN(C(=O)c1ccc(NC(C)=O)cc1)c1ccccc1C,-4,-22,4,-4,0.2,-4,1,3,22,5
CSC(=NS(=O)(=O)c1ccc(N)cc1)NS(=O)(=O)c1cccs1,7,-13,5,2,-0.5,-13,4,21,13,0
N=C1C(c2nc3ccccc3[nH]2)=C(O)CN1C1CCCCC1,7,9,.,-8,-0.8,-24,-5,-3,-9,-9
CCN(c1ccc(NC(=O)CN2C(=O)NC3(CCOc4ccccc43)C2=O)cc1)C(C)C (stereo unspecified),28,31,-10,-14,-0.6,22,-4,33,-31,-4
O=C(c1ccc(Cl)cc1)N1CCCC(C(=O)N2CCc3ccccc3C2)C1 (stereo unspecified),5,-8,-4,-6,0.0,-1,3,2,8,-6
CC1=NC(C)(C)Cc2ccccc21,-13,-52,.,-12,-1.2,.,.,4,52,-7
CCOc1ccc(Br)cc1S(=O)(=O)Nc1ccc(Cl)c(S(=O)(=O)N(CC)c2ccccc2)c1,-3,21,-4,-11,-1.2,3,.,0,-21,-8
O=C(O)c1ccc(S(=O)(=O)c2ccc3c(c2)C(=O)N(CC2CCCO2)C3=O)cc1 (stereo unspecified),6,-22,11,-14,0.6,20,1,-3,22,0
Cc1cc2ncn(CC(O)COc3cccc(C(=O)O)c3)c2cc1C (stereo unspecified),2,-8,-3,8,-0.3,-22,-4,0,8,-1
COC(=O)CCC(=O)Nc1sc(C)c(C)c1C(N)=O,4,-9,-6,-16,-0.4,34,-3,0,9,3
Cc1n[nH]c(=O)c2c(NC(=O)CSc3ccccc3Cl)oc(C)c12,-9,-3,5,-7,-3.1,-13,-6,0,3,-5
O=C(Nc1nc(-c2cc3ccccc3oc2=O)cs1)c1ccco1,-3,-17,.,1,-0.7,1,1,.,17,-13
Nc1nonc1-n1nnc(C(=O)N/N=C/c2cccc(F)c2)c1-c1ccccc1,-5,.,9,-7,-3.0,9,-1,0,.,9
COc1ccccc1-c1nnc(NC(=O)c2ccc(S(=O)(=O)N3CCCC3)cc2)o1,5,1,-16,-15,-1.6,.,0,-3,-1,-11
Cc1ccccc1NC(=O)c1c(C)cc(=O)oc1C,7,-9,-2,-11,-0.8,2,0,32,29,-8
CCN(CC(=O)Nc1ccccc1OC)C(=O)c1cc(-c2ccccc2)nn1-c1ccccc1,14,-16,-3,-2,-6.5,-34,-1,-1,16,-19
COn1c(SCc2ccccc2)nc2ccccc2c1=O,3,14,.,-8,25,15,-2,-5,-14,-8
CCOC(=O)c1nnn(-c2nonc2N)c1COc1cc(C)c(Cl)c(C)c1,6,26,10,-2,-0.3,-12,.,-1,-26,-2
Cc1[nH]c(=O)[nH]c(=O)c1S(=O)(=O)N1CCCC1,4,-2,-1,0,-0.3,6,-3,0,2,6

# Some of the entries above, reformatted.
# Every second line gives: Rtt109 Vps75, SR-BI HDL uptake, MITF act, PvdQ inh, CAL PDZ FP-1, PfHsp90 set2, CAL PDZ FP-2, NSD2 HMT inh, SR-BI uptake up, dFosB activator
- Cc1ccc(NC(=O)Cn2c(=O)c3cccn3c3ccccc32)cc1
    -8, -9, -1, -10, -1.4, -11, -2, 0, 9, 16
- CCN(C(=O)c1ccc(NC(C)=O)cc1)c1ccccc1C
    -4, -22, 4, -4, 0.2, -4, 1, 3, 22, 5
- CSC(=NS(=O)(=O)c1ccc(N)cc1)NS(=O)(=O)c1cccs1
    7, -13, 5, 2, -0.5, -13, 4, 21, 13, 0
- N=C1C(c2nc3ccccc3[nH]2)=C(O)CN1C1CCCCC1
    7, 9, ., -8, -0.8, -24, -5, -3, -9, -9
- CCN(c1ccc(NC(=O)CN2C(=O)NC3(CCOc4ccccc43)C2=O)cc1)C(C)C (stereo unspecified)
    28, 31, -10, -14, -0.6, 22, -4, 33, -31, -4
- O=C(c1ccc(Cl)cc1)N1CCCC(C(=O)N2CCc3ccccc3C2)C1 (stereo unspecified)
    5, -8, -4, -6, 0.0, -1, 3, 2, 8, -6
- CC1=NC(C)(C)Cc2ccccc21
    -13, -52, ., -12, -1.2, ., ., 4, 52, -7
- CCOc1ccc(Br)cc1S(=O)(=O)Nc1ccc(Cl)c(S(=O)(=O)N(CC)c2ccccc2)c1
    -3, 21, -4, -11, -1.2, 3, ., 0, -21, -8
- O=C(O)c1ccc(S(=O)(=O)c2ccc3c(c2)C(=O)N(CC2CCCO2)C3=O)cc1 (stereo unspecified)
    6, -22, 11, -14, 0.6, 20, 1, -3, 22, 0
- Cc1cc2ncn(CC(O)COc3cccc(C(=O)O)c3)c2cc1C (stereo unspecified)
    2, -8, -3, 8, -0.3, -22, -4, 0, 8, -1
- COC(=O)CCC(=O)Nc1sc(C)c(C)c1C(N)=O
    4, -9, -6, -16, -0.4, 34, -3, 0, 9, 3
- Cc1n[nH]c(=O)c2c(NC(=O)CSc3ccccc3Cl)oc(C)c12
    -9, -3, 5, -7, -3.1, -13, -6, 0, 3, -5

# Next results follow:
SMILES,Rtt109 Vps75,SR-BI HDL uptake,MITF act,PvdQ inh,CAL PDZ FP-1,PfHsp90 set2,CAL PDZ FP-2,NSD2 HMT inh,SR-BI uptake up,dFosB activator
CCC(=Nc1ccc(Cc2ccncc2)cc1)c1c(O)n(C)c(=O)n(C)c1=O,1,-19,-4,5,-1.9,-13,-3,-1,19,6
COc1cccc(CNC(=O)CN2C(=O)COc3ccc(S(=O)(=O)N4CCCCCC4)cc32)c1,13,-7,-5,8,-0.2,-11,-5,8,7,-6
CCOC(=O)N1CCN(c2c(NCCOC)c(=O)c2=O)CC1,-2,4,5,-4,0.6,6,3,.,-4,-5
CCCCNC(=O)c1ccc(Cn2c(=S)[nH]c3c([nH]c4ccc(OC)cc43)c2=O)cc1,4,36,2,-8,-1.1,3,-3,-1,-36,-8
CNC(=O)c1nc(C)c(C2(C)CC(c3ccccc3)=NO2)s1 (stereo unspecified),-16,-10,-1,-9,-0.6,18,28,.,10,-9
CCOC(=O)C1(CCOc2ccccc2)CCN(Cc2cnc(SC)nc2)CC1,0,19,-10,-12,-1.0,8,46*,-5,-19,-10
CC(=O)c1ccc(N2CCN(S(=O)(=O)c3cc4c(cc3C)NC(=O)CO4)CC2)cc1,27,47,-1,14,-1.9,7,-2,-2,-47,15
Cc1ccc(N(CCC(=O)N2CCOCC2)S(=O)(=O)c2ccccc2)cc1,-4,2,6,-12,-0.4,2,-3,-2,-2,4
COc1ccccc1NC(=O)COc1ccccc1C(=O)c1cnn(-c2ccccc2)c1,10,-1,80,-5,-2.3,-12,1,-2,1,-23
Cc1cccc(N2CCN(C(=O)c3cc(S(=O)(=O)N4CCCC4)cn3C)CC2)c1C,15,38,.,9,0.5,-6,.,.,-38,-8
Cc1[nH]n(-c2ccc([N+](=O)[O-])cc2)c(=O)c1C=NCCN1CCN(C(=O)c2ccccc2F)CC1,-1,44,-9,-9,-0.9,87*,52*,.,-44,-13
O=C(Nc1c2c(nn1-c1cccc(Cl)c1)CS(=O)(=O)C2)c1cccs1,3,-1,-8,-2,-2.3,20,-2,-1,1,-3
CCOC(=O)N1CCN(C(=O)C2CCCCC2)CC1,-6,-12,.,-16,-1.3,21,-6,-4,12,2
